GALK inhibitor: blocks human galactokinase activity. P51570. Purified GALK, Kinase-Glo residual ATP luminescence. Potency, µM (top dose mostly 57.5 µM), without a hit: at the top dose activity change, negative = inhibition, most hits filed as inhibitors. 270,000 tested, 0.007% active. AID 1868; also: potency is read from the fitted curve at half-maximal effect; % is scaled to controls: 0 for no effect and ±100 for the full control effect
Target sequence (P51570 whole entry, looked up): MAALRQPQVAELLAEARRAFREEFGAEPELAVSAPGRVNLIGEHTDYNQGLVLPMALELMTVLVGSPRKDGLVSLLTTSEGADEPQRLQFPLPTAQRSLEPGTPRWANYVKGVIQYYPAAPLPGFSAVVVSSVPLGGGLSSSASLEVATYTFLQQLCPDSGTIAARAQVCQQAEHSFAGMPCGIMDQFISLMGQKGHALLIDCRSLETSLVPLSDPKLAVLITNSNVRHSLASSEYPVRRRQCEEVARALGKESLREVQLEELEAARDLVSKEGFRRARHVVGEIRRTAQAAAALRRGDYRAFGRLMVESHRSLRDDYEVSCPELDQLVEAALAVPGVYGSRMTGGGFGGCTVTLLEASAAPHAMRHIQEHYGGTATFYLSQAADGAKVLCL
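Galactose (100 uM) and ATP (35 uM) were turned over by 5 nM GALK for 1 h at RT. Kinase-Glo Plus then converted the remaining ATP into a luminescent signal.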
TRPV1 agonist: activates the human vanilloid receptor TRPV1. TRPV1-expressing cells, Fluo-8 calcium influx, agonist mode. AID 540275. activation, % at 8.33 µM. Q8NER1. 320,000 tested, 0.19% active; in the data active = activation above about 80%; inconclusive = between about 30% and that limit; also: 0% is about no effect
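TRPV1-expressing cells were cultured overnight at 35.5C and loaded with Fluo-8 calcium dye for 40 to 90 min at room temperature. After a 10 s baseline, compound was added and calcium influx was read kinetically for 3 min (ex 480/em 520 nm).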
AT treatment: potential ataxia-telangiectasia treatment; Potency, µM (titrated, usually from 57.5 µM), inactives show top-dose activation, hits mostly activators; AID 485349; […] A-T fibroblasts, KAP-1 phosphorylation AlphaLISA; neocarzinostatin DNA damage 30 min before lysis; 320,000 tested, 0.19% active; also: potency is read from the fitted curve at half-maximal effect; % of control where 0% means no effect; nearly all actives have a fitted effect of over 45% in size
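hTERT-immortalized A-T patient fibroblasts ([…]), 500 cells/well in OPTI-MEM, 1% FBS, got compounds for 60 min, then NCS for 30 min at 37C. Lysates were then assayed for phospho-KAP-1 by AlphaLISA (anti-pKAP1 donor, anti-KAP1 acceptor beads), 6 hr at 25C.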
hERG WT inh: KCNH2 (human, wildtype) channel inhibition. Q12809. U2OS, BacMam KCNH2, thallium flux FluxOr; hits give low values. activity change, % at 1.84 µM. 340,000 tested, 0.37% active. AID 720551;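 active = maximum activity change below -70%; inconclusive = maximum activity change between -70% and -50%; inactive = maximum activity change above -50%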; also: % is scaled to controls: 0 for no effect and ±100 for the full control effect
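U2OS cells transduced with wild-type KCNH2 virus are loaded with FluxOr dye for 45 min, and thallium flux is measured in kinetic reads before and after stimulation buffer. Rate constants are normalized to DMSO controls.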
Coupling enz: counter-screen for Giardia aldolase inhibitors: coupling enzyme system; coupling enzyme system counterscreen, AmpLite Red fluorescence; AID 2472; activity change, negative = inhibition, % at 58.2 µM, hits read low; 290,000 tested, 0.67% active; in the data active = activity change below about -30%; also: % is scaled to controls: 0 for no effect and ±100 for the full control effect
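First, compound is pin-transferred into glyceraldehyde-3-phosphate coupling-enzyme reagent at 57.5 uM final and held 10 min at RT. Next, substrate, coupling system and AmpLite Red are added. After 20 min RT, fluorescence (525/598 nm) is read.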
a7 integrin act: activates integrin-mediated alleviation for muscular dystrophy; Potency, µM (doses to about 38.3 µM), inactives show at the highest dose activation, hits mostly activators; 350,000 tested, 0.064% active; alpha7betagal myoblasts, beta-gal FDG fluorescence, 48 h;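 also: potency is read from the fitted curve at half-maximal effect; 100% = response of the positive control SU9516; nearly all actives have a fitted effect of over 60% in size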
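alpha7betagal+/- myoblasts (passage 13, 250/well) treated 48 h at 37C with compounds at 1:260 dilution of DMSO stock. Lysed, then beta-galactosidase activity read as FDG fluorescence (ex 480/em 540) after 30 min, with pre-read for autofluorescence.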
MLL CXXC-DNA inh: inhibitors of human MLL CXXC domain-DNA interaction; 290,000 tested, 0.037% active; MLL-CXXC / FITC-HOXA9 DNA fluorescence polarization; AID 2662; Potency, µM (titrated, usually from 115 µM), inactives show at the highest dose activity change, negative = inhibition, actives largely listed as inhibitors; Q03164; active = well fitted inhibition curve with a large enough effect in the polarisation, with a control signal flat, not every such curve was filed as active; inconclusive = small, poorly fitted or top-dose-only effect, or effect the other way, or a change in a side signal; inactive = no such curve, though single readings can be large or run the other way; the % refers to the polarisation; also: potency is read from the fitted curve at half-maximal effect
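Fluorescence polarization: 7 uM MLL-CXXC (stock) preincubated 5 min with compounds, then 50 nM fluorescein-HOX-A9 DNA (stock) added; 30 min ambient. Buffer 50 mM Tris-HCl pH 7.5, 50 mM NaCl, 1 mM DTT, 0.05% BSA.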
KCNH2 3.1 inh: KCNH2 3.1 (human) potassium channel inhibition; U2OS KCNH2 3.1, thallium flux FluxOr; hits give low values; activity change, % (tested at about 1.8 µM); 340,000 tested, 0.95% active;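 active = maximum activity change below -70%; inconclusive = maximum activity change from -70% to -50%; inactive = maximum activity change above -50%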;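 also: thallium influx rate constant from kinetic fluorescence after stimulation buffer; % is scaled to controls: 0 for no effect and ±100 for the full control effect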
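Channel expression came from 3.1 mutant virus (1.77 x 10^8 /mL) applied to suspended U2OS cells for 4 h. Flux was tracked with FluxOr dye plus Red40 quencher, and kinetic rate constants normalized to controls.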
S-ASM inh: human S-ASM enzyme inhibition | P17405 | 340,000 tested, 0.006% active | placental ASM, HMU-PC fluorogenic substrate, 60 min | Potency, µM (highest dose often 57.5 µM), for inactives: top-dose activity change, negative = inhibition, usual class: inhibitors; also: potency is read from the fitted curve at half-maximal effect
Target sequence (P17405 47-631 limits assumed): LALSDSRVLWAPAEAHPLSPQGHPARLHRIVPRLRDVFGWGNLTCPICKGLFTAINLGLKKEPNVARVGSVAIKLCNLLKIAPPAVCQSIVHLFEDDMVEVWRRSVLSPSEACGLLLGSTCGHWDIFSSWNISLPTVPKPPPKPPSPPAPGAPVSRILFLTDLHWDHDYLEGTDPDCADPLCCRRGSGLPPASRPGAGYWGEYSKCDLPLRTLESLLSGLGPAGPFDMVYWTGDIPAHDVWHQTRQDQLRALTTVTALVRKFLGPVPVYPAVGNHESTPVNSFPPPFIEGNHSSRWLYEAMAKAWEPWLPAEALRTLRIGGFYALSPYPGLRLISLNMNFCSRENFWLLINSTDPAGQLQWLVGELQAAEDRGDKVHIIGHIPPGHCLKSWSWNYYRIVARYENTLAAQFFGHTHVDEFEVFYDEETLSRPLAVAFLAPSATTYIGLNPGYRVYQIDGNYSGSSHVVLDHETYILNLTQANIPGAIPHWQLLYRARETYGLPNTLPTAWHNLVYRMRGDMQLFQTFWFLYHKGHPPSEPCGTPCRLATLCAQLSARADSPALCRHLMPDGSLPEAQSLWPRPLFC
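Fluorescence read-out (Ex 386 nm, Em 447 nm) after stopping the reaction at pH 10. Enzyme: ASM from human placenta; substrate HMU-PC0, 9 uM final; 60 min, 37 °C. Compound preincubation 10 min, ambient temperature.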
MBNL1 CUG block: MBNL1-poly(CUG) RNA binding inhibition; Q9NR56; TR-FRET MBNL1-His/biotin-(CUG)12 binding, 665/545 ratio; Potency, µM (series often up to 57.5 µM), without a hit: at the highest dose activity change, negative = inhibition, actives largely listed as inhibitors; 280,000 tested, 0.036% active; active = well fitted inhibition curve with a large enough effect in the signal ratio, with a control signal flat, not every such curve was filed as active; inconclusive = small, poorly fitted or top-dose-only effect, or effect the other way, or a change in a side signal; inactive = no such curve, though single readings can be large or run the other way; the % refers to the signal ratio; also: potency is read from the fitted curve at half-maximal effect; % is scaled to controls: 0 for no effect and ±100 for the full control effect
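Compounds (final 92 nM to 58 uM) are added to His-tagged MBNL1 and biotin-(CUG)12, then terbium anti-His antibody and streptavidin-XL665 (5 nM final). After 60 min at room temperature, the 665/545 nm ratio is read.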
Starred values were filed as active, the others as inactive; ? = inconclusive; · = not tested or not shown; [ ] = another dose, or the depositor's remark. Unless noted, calls follow the shape of the dose curve; as a rule, active = well fitted curve in the direction sought with a large enough effect; inconclusive = small, poorly fitted or top-dose-only effect, or another doubt; inactive = no such curve, though single readings can be large; an effect the other way counts as inactive or inconclusive.

SMILES | GALK inhibitor | TRPV1 agonist | AT treatment | hERG WT inh | Coupling enz | a7 integrin act | MLL CXXC-DNA inh | KCNH2 3.1 inh | S-ASM inh | MBNL1 CUG block
O=C(CSc1nnc(-c2cccnc2)s1)Nc1ccc(C(=O)O)cc1 | 0.0% | 0.1 | -5.9% | 14.3 | 12.7 | 4.8% | -7.7% | 10.7 | 2.6% | -12.5%
O=C1CN(C(=O)CNCc2ccccc2)c2ccccc2N1 | · | 0.9 | 4.7% | 2.6 | -2.2 | 15.7% | -0.9% | 14.5 | 9.5% | -13.5%
CCOC(=O)C1=C(C)NC(SCC(N)=O)=C(C#N)C1c1ccccc1 (configuration not stated) | -2.0% | · | 3.2% | -1.8 | 0.7 | -17.6% | 2.4% | 2.8 | 4.3% | -3.6%
O=C(NNC(=O)c1c(F)cccc1F)c1ccccc1OC(F)(F)F | 0.8% | 0.9 | -3.1% | 4.9 | 3.7 | 21.0% | -8.9% | 2.3 | -1.1% | ·
Cc1ccc(NC(=O)CSc2nnc(-c3ccncc3)n2C)cc1C | -1.9% | -5.9 | -11.6% | 0.2 | 2.7 | 2.1% | -4.8% | -0.5 | -2.1% | -2.5%
N#CN=C1SCCS1 | 6.4% | -1.0 | -0.3% | 3.7 | 1.5 | -45.8%[inhibitor] | 0.9% | 1.5 | -1.2% | 2.6%
CCN(c1ccccc1)S(=O)(=O)c1ccc(Cl)c(NC(=O)CN(C)Cc2cccc(F)c2)c1 | · | · | · | 1.7 | · | -39.9% | · | -28.0 | -2.5% | ·
Cc1cccc(NC(=O)CCC2CCN(C(=O)C3CC=CCC3)CC2)c1 (configuration not stated) | 5.4% | 9.2 | 3.0% | 22.5 | · | -5.2% | 4.8% | · | -1.4% | 43.5%[activator]
O=C(NC1CCCC1)C1C2C=CC(C2)C1C(=O)N1CCOCC1 (configuration not stated) | 2.7% | -1.0 | 6.0% | 6.6 | 0.7 | 4.4% | -7.9% | 4.5 | 0.6% | -6.9%
COc1cccc(CCNC(=O)c2ccc(OC)c(OC3CCN(C(C)C)CC3)c2)c1 | 1.2% | 1.9 | 7.7% | 18.2 | · | -19.2% | 1.0% | -41.8 | -0.2% | -2.3%
O=C(Nc1nnc(-c2ccc(Cl)cc2)o1)c1ccc(N2C(=O)CCC2=O)cc1 | -4.8% | -3.2 | 4.6% | -6.1 | -2.3 | -4.6% | -16.0% | -0.9 | 1.6% | ·
O=C(O)c1ccc(CNC(=O)C23CC4CC(CC(C4)C2)C3)cc1 | 16.1% | -1.0 | 1.0% | 1.3 | 3.3 | 4.3% | 29.1% | 1.7 | -9.8% | -3.6%
COc1ccccc1NC(=O)Cn1nnc(C(=O)NCCc2ccccc2)c1N | 0.4% | 2.2 | 0.3% | -13.3 | 3.0 | 8.7% | 14.8% | 28.3 | 2.4% | -1.4%
O=C(C1CC1)N1CCc2sccc2C1c1ccc(Cl)cc1 (configuration not stated) | -3.7% | 17.2 | 1.4% | 1.8 | -3.3 | 20.4% | -14.1% | -7.9 | -1.3% | -7.2%
O=S(=O)(c1ccccc1)N(Cc1cccc(F)c1)c1ccccc1 | -3.9% | 17.2 | 2.2% | 5.8 | -7.3 | 0.9% | 11.8% | -23.6 | -4.3% | 1.9%
Cc1ccccc1C(=O)Nc1ccnn1C1CCN(Cc2cccnc2)CC1 | -3.6% | 2.3 | 3.2% | 2.0 | -1.4 | 4.4% | -11.1% | 1.9 | 3.8% | -2.7%
CC(C)n1cnc2cc(NC(=O)c3ccco3)ccc21 | 8.2% | 0.2 | -13.0% | 19.5 | 0.7 | 42.5% | 4.0% | -3.2 | 5.6% | -4.5%
CCn1c(SCC(=O)c2cc(C)n(CC3CCCO3)c2C)nc2ccccc21 (configuration not stated) | 3.1% | 0.2 | -0.7% | -10.6 | -0.9 | -22.4% | -10.0% | -27.4 | -1.2% | 11.9%
CCN(Cc1nc2cc(Cl)ccc2c(=O)[nH]1)C(=O)c1nn(C)c(=O)c2ccccc12 | · | 0.7 | -8.2% | 15.9 | · | -6.0% | · | 7.5 | 2.0% | ·
COc1ccc(/C=N/Nc2nc(C)cc(=O)[nH]2)cc1OC | -0.9% | -1.6 | 0.0% | -9.1 | -3.3 | -9.3% | 15.2% | -12.1 | -0.1% | 7.9%
CCN(CC)S(=O)(=O)c1cccc(NC(=O)CCNC(=O)c2ccccc2Cl)c1 | -0.2% | -2.0 | 2.3% | -1.4 | 1.8 | -21.3% | -1.3% | 3.5 | 9.0% | -0.6%
COc1ccc(C)cc1-n1nnnc1SCc1csc(C)n1 | 4.3% | 6.6 | 4.0% | -10.3 | -0.7 | 4.1% | -7.1% | -1.5 | 5.4% | 4.5%
O=C1c2ccccc2NC(c2ccc(F)cc2)N1Cc1ccco1 (configuration not stated) | 0.0% | 2.5 | 1.2% | 12.9 | · | 0.0% | -1.9% | 2.7 | 144.1%[activator] | -2.0%
CCOc1cc(NC(=O)c2ccco2)c(OCC)cc1NC(=O)CCc1ccc(OC)cc1 | 3.5% | -2.5 | 0.0% | · | -1.3 | · | -7.6% | · | · | 8.6%
O=C(NNC(=O)c1c(O)c2ccccc2[nH]c1=O)c1ccccc1 | 16.7% | -1.6 | -1.2% | -0.4 | 0.8 | -13.4% | -1.7% | 4.3 | -0.5% | -0.1%
CCc1ccccc1N1CSC2=C(C#N)C(c3ccccc3F)CC(=O)N2C1 (configuration not stated) | 1.6% | · | 35.0% | -9.1 | -19.4 | -2.8% | 1.0% | -5.8 | 3.1% | 52.9%[activator]
COc1ccc(C2(C(=O)Nc3ccc(S(=O)(=O)Nc4nc(C)cc(C)n4)cc3)CCCC2)cc1OC | -1.2% | -9.1 | 0.9% | 22.3 | 3.4 | 15.6% | -15.2% | 4.7 | 6.3% | -20.0%
COCn1c(-c2ccc(OC)c(OC)c2)nc2ccccc21 | 2.1% | -0.7 | 2.0% | 0.0 | -1.0 | 8.1% | -9.0% | -10.8 | -0.2% | -1.6%
Cc1c(C)c2c(OCC(=O)NCc3ccccn3)cc3c(c2oc1=O)CCC(C)(C)O3 | · | ? | 7.0% | 1.1 | -2.1 | -11.5% | -2.3% | 5.2 | 43.2% | 10.5%
Cc1ccc(C2/C(=C(\O)c3ccc4c(c3)OCCO4)C(=O)C(=O)N2CCCN(C)C)o1 (configuration not stated) | 7.0% | 1.6 | 12.9% | · | 4.6 | · | -3.5% | · | · | -1.1%
CCN(CC(=O)Nc1ccc(NC(C)=O)cc1)CC(=O)Nc1ccc(Cl)c(Cl)c1 | -8.3% | -1.8 | 7.0% | -1.2 | 0.8 | 4.7% | 5.5% | 15.5 | -2.3% | 5.3%
CC(C)(C)c1ccc(NC(=O)CSc2nnc(-c3n[nH]c4ccccc34)o2)cc1 | -1.5% | ? | -5.1% | -3.6 | -3.7 | -26.1% | 11.3% | -3.5 | -23.5% | 3.4%
CCC(O)CNc1nc(-n2nc(C)cc2C)nc2sc3c(c12)CCCC3 (configuration not stated) | 1.2% | 3.7 | 3.3% | · | 1.0 | · | 2.4% | · | · | 103.1%[activator]
COCCNC(=O)Cn1cc(C(=S)N2CCOCC2)c2ccccc21 | 2.0% | -1.5 | -1.1% | -6.5 | 2.9 | 11.0% | 0.8% | 1.3 | 1.7% | -3.9%
Cc1ccc(OCC(=O)NC2CCS(=O)(=O)C2)c([N+](=O)[O-])n1 (configuration not stated) | · | 3.4 | -3.2% | -0.5 | · | -20.9% | · | 15.6 | 1.5% | ·
O=C(Nc1nc(-c2ccccc2)cs1)c1ccc(Br)o1 | 3.3% | 88.2* | -3.4% | -2.6 | 1.0 | 18.2% | 30.9%[activator] | -38.4 | -11.0% | 6.9%
COc1ccc(S(=O)(=O)c2ccccc2)cc1NS(=O)(=O)c1cccc(C(=O)O)c1 | · | -3.9 | -7.2% | -19.4 | · | ? | · | 2.1 | 17.9% | ·
Cc1ccc(S(=O)(=O)Nc2cccc(/C=C/C(=O)O)c2)cc1 | -1.5% | 2.1 | -11.7% | -1.2 | 1.7 | 9.5% | 10.6% | 11.7 | -0.2% | -2.1%
Cc1onc(-c2ccccc2)c1C(=O)N/N=C/c1cc(Br)c(O)c(Br)c1 | 4.9% | 23.5 | 5.4% | 1.2 | 9.0 | -4.3% | -22.7% | 4.4 | 2.2% | ?
CC(=O)Nc1ccc(Nc2nc(-c3sc(C)nc3C)cs2)cc1 | -3.8% | 0.1 | 29.0% | -3.2 | -1.6 | 0.0% | 2.6% | -1.0 | -1.4% | ?
